A549 tox – counter-screen for Nrf2 inhibitors: cytotoxicity in A549 cells. A549 ARE-Fluc cells, CellTiter-Fluor viability, 18-24 h. actives 0.16% (n = 390,000). Potency, µM (top dose mostly 46 µM), for the others: top-dose activity change, negative = cytotoxicity, most hits filed as inhibitors; note: % is set by controls: 0 for no effect and ±100 for the full control effect
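Cytotoxicity counterscreen: CellTiter-Fluor fluorescence was measured in A549 ARE_Fluc cells after 18-24 h of compound exposure in a concentration series. The subsequent BugLite luminescent read reports ARE-luciferase activity.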
EPAC2 antagonist – blocks human EPAC2 exchange factor; AID 720708; Potency, µM (top dose mostly 114 µM), for inactives: at the highest dose activity, negative = inhibition, hits mostly inhibitors; actives 0.18% (n = 360,000); EPAC2 GEF exchange of Rap1B-BODIPY-GDP, fluorescence; note: % is set by controls: 0 for no effect and ±100 for the full control effect; nearly all actives have a fitted effect of over 45% in size; many of its hits are not listed in these tables
Target sequence (Q8WZA2 whole entry, looked up): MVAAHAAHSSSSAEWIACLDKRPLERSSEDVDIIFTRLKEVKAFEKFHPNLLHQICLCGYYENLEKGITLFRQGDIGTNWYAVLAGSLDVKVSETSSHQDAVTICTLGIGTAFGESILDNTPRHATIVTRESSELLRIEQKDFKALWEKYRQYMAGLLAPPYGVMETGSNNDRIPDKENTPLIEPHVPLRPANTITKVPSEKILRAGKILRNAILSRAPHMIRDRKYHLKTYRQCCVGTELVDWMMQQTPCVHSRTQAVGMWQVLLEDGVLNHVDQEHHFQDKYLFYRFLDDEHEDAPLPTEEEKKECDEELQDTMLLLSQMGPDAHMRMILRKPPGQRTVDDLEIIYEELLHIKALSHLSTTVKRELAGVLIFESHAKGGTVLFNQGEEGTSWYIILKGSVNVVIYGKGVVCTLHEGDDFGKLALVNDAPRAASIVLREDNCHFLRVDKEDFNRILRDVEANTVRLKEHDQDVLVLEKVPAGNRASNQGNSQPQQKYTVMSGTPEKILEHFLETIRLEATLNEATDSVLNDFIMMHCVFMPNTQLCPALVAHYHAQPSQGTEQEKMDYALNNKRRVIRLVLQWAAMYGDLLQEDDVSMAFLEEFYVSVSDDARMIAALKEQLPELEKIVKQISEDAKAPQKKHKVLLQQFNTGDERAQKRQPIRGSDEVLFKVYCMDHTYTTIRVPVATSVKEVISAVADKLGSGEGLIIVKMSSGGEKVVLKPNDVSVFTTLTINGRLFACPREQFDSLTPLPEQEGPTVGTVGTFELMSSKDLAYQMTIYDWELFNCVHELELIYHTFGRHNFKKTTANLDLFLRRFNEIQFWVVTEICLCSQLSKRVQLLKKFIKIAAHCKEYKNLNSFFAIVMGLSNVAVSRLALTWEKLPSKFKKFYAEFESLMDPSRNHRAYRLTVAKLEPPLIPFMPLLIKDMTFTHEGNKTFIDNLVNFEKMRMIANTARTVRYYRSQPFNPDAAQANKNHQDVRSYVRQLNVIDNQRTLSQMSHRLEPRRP
ATXN2 expr inh – inhibitors of ATXN2 expression | HEK-293 ATXN2-luciferase reporter, luminescence, 24 h | Potency, µM (top dose mostly 57 µM), inactives show at the top dose activity change, negative = inhibition, actives largely listed as inhibitors | actives 0.72% (n = 360,000); note: % is set by controls: 0 for no effect and ±100 for the full control effect; nearly all actives have a fitted effect of over 55% in size
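ATXN2-luciferase reporter cells (luciferase flanked by upstream and downstream ATXN2 gene portions) were treated 24 h at 37 °C with compounds at up to 57 uM. SteadyGlo luminescence gave expression; GF-AFC fluorescence gave viability.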
MCF10A rereplic – DNA re-replication induction in MCF 10a cells. actives 2.9% (n = 350,000). MCF 10A DNA re-replication, Hoechst nuclear intensity, 48 h. Potency, µM (doses to about 46.1 µM), for the others: at the highest dose activity, positive = re-replication, actives largely listed as activators; note: % of control where 0% means no effect; nearly all actives have a fitted effect of over 50% in size
S2 tox – viability counter-screen for ATXN expression inhibitors | S2 cells (HEK-293 line with an ATXN2-luciferase reporter) viability, CellTiter-Fluor protease fluorescence, 24 h | Potency, µM (series often up to 56.7 µM), usual class: cytotoxic | actives 0.49% (n = 400,000); note: nearly all actives have a fitted effect of over 40% in size
HepG2 tox – HepG2 cytotoxicity, counter-screen for TGF-b inhibitors. HepG2 CAGA-GFP viability, ATP luminescence, 18 h. Potency, µM (series often up to 46.1 µM), without a hit: at the top dose activity change, negative = cytotoxicity, usual class: cytotoxic. actives 0.76% (n = 410,000). AID 588856; note: some results filed as inactive show a strong effect at the top dose
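HepG2 CAGA-GFP cells (1000/well, DMEM with 1% FBS) received compound, then TGF-beta at 500 pg/mL final, and were incubated 18 hours at 37 degrees C. Viability was read by CellTiter-Glo luminescence. Media-only wells were set as complete cell-killing and DMSO as no toxicity.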
Nrf2 ARE act – activators of Nrf2 (ARE) signaling | AREc32 ARE-luciferase reporter (MCF7-derived line), luminescence, 24 h | AID 624171 | actives 0.31% (n = 410,000) | Potency, µM (doses to about 46.1 µM), inactives show at the highest dose activation, usual class: activators; note: % of control where 0% means no effect; nearly all actives have a fitted effect of over 65% in size
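Reporter line AREc32 (ARE-Fluc), seeded overnight in OPTI-MEM with 5% FBS; compound pin-transferred, 24 hr at 37 deg C, 5% CO2; luminescent read-out.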
TGFb SMAD3 inh – blocks TGF-b signaling | HepG2 CAGA-GFP TGF-b/SMAD3 reporter, GFP fluorescence, 18 h; TGF-beta stimulated, 500 pg/mL final | Potency, µM (titrated, usually from 46.1 µM), for the others: at the highest dose activity, negative = inhibition, most hits filed as inhibitors | actives 1.2% (n = 410,000); note: % is set by controls: 0 for no effect and ±100 for the full control effect; nearly all actives have a fitted effect of over 65% in size
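TGF-beta reporter screen: HEPG2 CAGA-GFP, 1% FBS, 500 pg/mL TGF-beta final, 18 h; per-cell GFP summed per well; curves fitted and categorized by class.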
Nrf2 block – blocks Nrf2 signaling. actives 2.1% (n = 360,000). Potency, µM (doses to about 46 µM), inactives show top-dose activity change, negative = inhibition, hits mostly inhibitors. A549 ARE-Fluc reporter, luciferase luminescence, 18-24 h; note: % is set by controls: 0 for no effect and ±100 for the full control effect; nearly all actives have a fitted effect of over 60% in size
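Cells were seeded and rested 2 h, then exposed to compounds for 18-24 h. CellTiter-Fluor was read first as a viability measure. BugLite was added 15 min before the final luminescent read of ARE-luciferase activity in A549 cells.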
An asterisk follows results filed as active; i = inactive; ? = inconclusive; nt = no result given; & = joins results of further samples; [ ] = remark or other dose. Calls come from the whole dose curve; as a rule, active = well fitted curve in the direction sought with a large enough effect; inconclusive = small, poorly fitted or top-dose-only effect, or another doubt; inactive = no such curve, though single readings can be large; an effect the other way counts as inactive or inconclusive. Potency is the fitted concentration of half-maximal effect. This is a subset, so the mix of outcomes need not match the whole.

SMILES	A549 tox	EPAC2 antagonist	ATXN2 expr inh	MCF10A rereplic	S2 tox	HepG2 tox	Nrf2 ARE act	TGFb SMAD3 inh	Nrf2 block
COc1ccc(NS(=O)(=O)c2ccc(F)c(Cl)c2)cn1	0.2%	2.4%	-16.5%	4.4%	i	-1.0%	-0.2%	34.5%[activator]	-51.7%
O=C(Nc1nncs1)c1cc(-c2ccco2)nc2ccccc12	1.3%	-6.0%	3.4%	0.7%	i	2.5%	?	-10.4%	-6.0%
COc1ccc(-n2ccnc(NCc3ccccc3OC)c2=O)cc1	2.1%	nt	8.0%	nt	i	-9.9%	5.0%	-2.1%	?
C/C(=N\NC(=O)c1ccn(C)n1)c1ccco1	1.5%	0.1%	-18.1%	0.4%	i	-2.2%	2.7%	-4.4%	7.3%
Cc1noc(C)c1CSCC(=O)Nc1cc(Cl)ccc1N1CCOCC1	2.1%	5.2%	-2.5%	1.2%	i	16.7%	0.3%	12.0%	7.9%
O=C(N/N=C/c1ccoc1)c1ccccc1Br	-2.2%	3.4%	3.2%	-1.5%	i	19.3%	-0.1%	29.2%	9.2%
C/C(CCc1ccccc1)=N\NC(=O)CCc1ccccc1	-1.4%	10.5%	0.2%	-6.3%	i	-3.9%	0.3%	-5.4%	11.4%
CC(=O)c1c(C)[nH]c(C(=O)COC(=O)c2cccc(S(=O)(=O)N(C)c3ccccc3)c2)c1C	-5.0%	0.4%	-30.1%	?	i	-11.6%	-0.3%	-31.1%	-27.5%
Cc1ccc(-c2noc(CSc3nnc(-c4ccc(Cl)cc4)n3C)n2)cc1	-2.3%	nt	-18.1%	nt	i	-7.8%	-1.2%	?	-23.8%
Cc1ccccc1Nc1n[nH]c(=S)s1	nt	7.5%	nt	nt	i	-17.2%	-0.7%	-6.1%	nt
COc1ccc(NC(=S)N(CCN2CCCCC2)Cc2ccco2)cc1	5.2%	4.2%	-15.6%	?	i	0.1%	-0.1%	-0.6%	13.4%
CC(=O)NCCOc1ccc(C(=O)O)cc1	-1.3%	9.7%	2.7%	-1.6%	i	-4.2%	-0.5%	25.0%	4.9%
Cc1ccc(S(=O)(=O)CC(=O)Nc2ncc([N+](=O)[O-])s2)cc1	-16.0%	-2.6%	0.8%	-0.9%	i	-0.5%	0.3%	0.8%	-15.7%
Cc1ccc2[nH]cc(CCCN3C(=O)c4ccccc4C3=O)c2c1	-11.5%	-17.5%	38.1%[activator]	7.7%	i	-26.5%	-0.3%	-29.0%	?
CCOC(=O)C1CCN(C(=O)C2CCCN(S(=O)(=O)c3ccc(OC)c(Cl)c3)C2)CC1 (configuration not stated)	-2.7%	-0.3%	-13.1%	?	i	1.3%	-0.1%	-44.8%	2.0%
CCOc1nc2ccccc2cc1C=O	-0.9%	-7.0%	25.5%	?	i	-4.2%	-0.7%	5.4%	0.4%
c1cnc(N2CCN(Cc3ccc4c(c3)OCO4)CC2)nc1	-2.8%&1.8%	-12.3%&1.3%	3.4%&10.7%&1.3%	-9.8%&-6.6%&12.2%	i	-3.5%&-11.9%	0.3%&0.6%	-3.2%&2.0%	6.2%&-1.7%
c1ccc(-c2n[nH]c3ccccc23)cc1	5.6%	-5.1%	27.5%	19.1%	i	-2.9%	0.2%	3.7%	-4.5%
COc1ccc(N2CCN(S(=O)(=O)CCNS(=O)(=O)c3ccccc3)CC2)cc1	0.0%	16.6%	1.9%	1.1%	i	-14.5%	-0.6%	-0.2%	-0.9%
COc1ccc(/C=N/N=C(\N)c2nonc2N)cc1OC	-9.4%	10.9%	31.3%	-1.7%	i	-7.8%	4.2%	-5.6%	?

Random excerpt: 4 records from the list
SMILES	A549 tox	EPAC2 antagonist	ATXN2 expr inh	MCF10A rereplic	S2 tox	HepG2 tox	Nrf2 ARE act	TGFb SMAD3 inh	Nrf2 block
O=C(N/N=C/c1ccoc1)c1ccccc1Br	-2.2%	3.4%	3.2%	-1.5%	i	19.3%	-0.1%	29.2%	9.2%
COc1ccc(-n2ccnc(NCc3ccccc3OC)c2=O)cc1	2.1%	nt	8.0%	nt	i	-9.9%	5.0%	-2.1%	?
C/C(=N\NC(=O)c1ccn(C)n1)c1ccco1	1.5%	0.1%	-18.1%	0.4%	i	-2.2%	2.7%	-4.4%	7.3%
c1cnc(N2CCN(Cc3ccc4c(c3)OCO4)CC2)nc1	-2.8%&1.8%	-12.3%&1.3%	3.4%&10.7%&1.3%	-9.8%&-6.6%&12.2%	i	-3.5%&-11.9%	0.3%&0.6%	-3.2%&2.0%	6.2%&-1.7%

The listing continues.
SMILES	A549 tox	EPAC2 antagonist	ATXN2 expr inh	MCF10A rereplic	S2 tox	HepG2 tox	Nrf2 ARE act	TGFb SMAD3 inh	Nrf2 block
S=C(NCc1ccco1)N/N=C/c1ccncc1	3.1%	-16.6%	2.2%	0.5%	i	-6.7%	0.9%	4.1%	-7.5%
O=C(Nc1ccccc1)Nc1cccc2ccccc12	1.4%	0.4%	26.4%	?	i	-0.3%	9.8%	0.6%	-7.3%
Cc1nn(-c2ccccc2)c(Cl)c1/C=N/NC(=O)c1ccccc1F	-3.8%	2.7%	113.2%[activator]	-3.8%	i	-20.0%	7.3%	-4.2%	?
O=C(COc1ccccc1)OC(C(=O)c1ccccc1)c1ccccc1 (configuration not stated)	3.0%	-6.1%	-20.0%	5.9%	i	-19.9%	0.0%	-2.3%	3.5%
CCOc1ccc(NC(=O)Cc2ccc(S(=O)(=O)N3CCCCC3)cc2)cc1OCC	-0.1%	-2.8%	5.8%	1.2%	i	9.6%	0.5%	2.3%	-22.6%
CCCCc1nc(Cl)c(CO)n1Cc1ccc(-c2ccccc2-c2nnn[nH]2)cc1	-2.5%	9.0%	5.0%	2.6%	i	1.0%	-0.7%	16.1%	-1.4%
Cc1ccc(N(C(=O)Nc2ccccc2)C2=NCCC2)cc1	1.3%	-18.3%	30.4%	6.7%	i	-23.0%	0.1%	-23.0%	?
Cc1ccc(Nc2nnc(-c3ccc(C)c(S(=O)(=O)N4CCOCC4)c3)c3ccccc23)c(C)c1	6.4%	nt	nt	nt	nt	2.3%	0.3%	16.4%	8.8%
Cc1ccc(NC(=O)N[C@H](C(=O)O)C(C)C)c(C)c1	1.0%	7.0%	3.4%	-0.6%	i	-61.5%	0.0%	-25.1%	3.7%
COc1ccccc1CNC(=O)CCS(=O)(=O)c1ccc2c(c1)CC(C)N2C(=O)C1CC1 (configuration not stated)	-7.5%&-1.9%	6.3%	0.3%	14.8%	i	-2.0%&-22.8%	-0.3%&0.3%	4.3%&-5.7%	?
COc1cc(-c2nn3c(-c4cccnc4)nnc3s2)cc(OC)c1OC	-1.9%	4.1%	-11.1%	-1.2%	i	-18.5%	-0.2%	-3.1%	-4.3%
CCCC1C2CN(C(C)=O)CC=C2C(C#N)=C(N)C1(C#N)C#N (configuration not stated)	1.1%	10.2%	32.9%	0.2%	i	-8.6%	-0.3%	3.6%	9.5%
Cc1ccc(S(=O)(=O)N(CCCN(C)C)Cc2ccc3c(c2)OCO3)cc1	10.4%	14.6%	nt	-12.4%	i	-7.8%	-1.2%	5.7%	4.0%
COc1ccc(-c2nc3ccccc3n2Cc2ccc(C)cc2)cc1	-2.0%	4.3%	11.3%	?	i	-7.3%	8.3%	?	nt
COc1ccc(CCNC(=O)Nc2nc(C(N)CCc3ccccc3)cs2)cc1OC (configuration not stated)	nt	14.7%	0.0%	nt	?	-64.5%	7.4%	?	nt
COCC(=O)N1CCC(Oc2ccc(C(=O)NCc3csc(C(C)C)n3)cc2)CC1	0.2%	6.4%	4.2%	5.7%	i	8.3%	0.0%	3.7%	-1.9%
COc1ccccc1C(=O)Nc1ccc(OCc2cc(=O)n3cc(C)sc3n2)cc1	0.3%	nt	-7.6%	nt	?	-17.1%	-0.6%	?	1.3%
CCCCCC(=O)NNC1=NCC(Cc2ccccc2)S1 (configuration not stated)	1.2%	18.5%	5.8%	-3.0%	nt	0.2%	0.7%	13.7%	?
CSc1nc(N)nc(SCC(=O)C(C)(C)C)c1C#N	12.9%	3.0%	32.6%[activator]	?	i	-2.6%	5.0%	1.6%	19.7%
CC(=O)c1cccc(NC(=O)COC(=O)Cn2cnc3ccccc32)c1	1.8%	4.7%	12.7%	13.8%	i	-2.6%	-0.3%	13.3%	1.7%
CC(=O)C1=C(c2ccccc2)OC(N)=C(C#N)C1c1ccccc1C (configuration not stated)	-4.0%	-21.5%	-1.2%	-0.7%	i	-2.9%	5.1%	-8.8%	-0.7%
N#CCS(=O)(=O)c1ccccc1	0.4%	15.4%	-4.7%	?	i	4.6%	0.5%	-3.4%	-0.2%
O=P(c1ccccc1)(c1ccccc1)C(O)c1cccs1 (configuration not stated)	nt	3.1%	nt	nt	i	-10.7%	5.2%	-6.5%	nt
COc1ccccc1C(=O)Nc1cc(C)ccc1NC(=O)c1ccco1	4.8%	-7.5%	-12.9%	17.9%	i	-22.3%	2.2%	-16.7%	?
Cc1ccc(OCC(O)CNS(=O)(=O)c2ccccc2C(=O)N2CCCCC2)cc1 (configuration not stated)	-0.4%	-5.4%	-7.1%	-0.2%	i	-24.7%	-0.7%	-28.8%	-4.6%
CCC(=O)N1CCc2cc(S(=O)(=O)NC(Cc3ccccc3)C(=O)NCc3ccccc3)ccc21 (configuration not stated)	6.8%	nt	1.1%	nt	i	12.0%	-0.2%	?	-2.9%
COc1ccc(OC)c(S(=O)(=O)Oc2ccc(N)c3ccccc23)c1	-1.3%	-2.8%	-26.9%	6.0%	?	-61.5%	7.2%	?	9.0%
CC(C)c1cccc(C(C)C)c1OC(=O)[C@H]1OC(C(C)(C)C)=C[C@@H]1c1ccccc1	7.5%	3.9%	-1.5%	-48.7%[inhibitor]	i	-7.3%	2.7%	2.1%	18.1%
CCn1c(SCC(=O)O)nnc1-c1cccnc1	-0.4%	14.9%	-21.4%	-40.4%[inhibitor]	i	-8.8%	0.0%	0.0%	-3.4%
Fc1cccc(Cc2c(-c3ccco3)nc3ccc(Br)cn23)c1	nt	-8.6%	-24.7%	nt	nt	-97.2%	?	?	nt
CCc1ccc(CN2CCC(Oc3ccc(C(=O)NCc4ccccn4)cc3)CC2)o1	1.2%	4.1%	-21.9%	-1.9%	?	-13.3%	?	-8.1%	6.7%
CC(=O)Nc1ccc(NC(=O)C2CCN(S(=O)(=O)c3cccc4nonc34)CC2)cc1	0.1%	1.5%	-9.7%	-8.8%	i	-5.4%	-0.5%	-22.2%	-4.4%
Cc1cc(C)cc(OCC(=O)OCC(=O)NCCC2=CCCCC2)c1	1.7%	-6.9%	-11.4%	11.3%	i	-9.3%	-0.1%	11.0%	?
